Bioassay records: PubChem BioAssay, several laboratories
RPL19A-GFP yeast = yeast TOR pathway RPL19A-GFP modulation. S. cerevisiae RPL19A-GFP strain, flow cytometry, 3 h; hits give low values. percent response vs DMSO, % at 10 µM. 0.3% of 330,000 active. AID 2025;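 active = percent response vs DMSO below 50%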;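 also: median channel GFP fluorescence of the barcoded RPL19A-GFP strain; ratio of sample median GFP to plate DMSO average so 100% = DMSO; lower means less RPL19A-GFP as with rapamycin TOR inhibition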
MEP2-GFP yeast = yeast TOR pathway MEP2-GFP modulation; S. cerevisiae MEP2-GFP strain, flow cytometry GFP, 3 h; 100% = DMSO control level; GFP response vs DMSO, % at 10 µM; 0.51% of 330,000 active; AID 2016;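 active = GFP response versus DMSO above a set limit, roughly screen mean plus 3 SD, cut at about 180% in these data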;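 also: median GFP fluorescence of the barcode-gated MEP2-GFP cells per well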
AHR act = activates the human aryl hydrocarbon receptor; activation, % at 5 µM; 2.5% of 320,000 active; AHR-responsive luciferase reporter cells, luminescence; in the data active = activation above about 47%;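 also: 0% = vehicle wells and 100% = reference agonist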
procasp7 counter = counter-screen: procaspase-7 (human) activation | P55210 | recombinant procaspase-7, Ac-DEVD-pNA absorbance 405 nm; D23A/D198A/D206A triple mutant, cannot self-cleave; scale: DMSO 0, 5 µM enzyme 100 | activation, % at 8.5 µM | 0.093% of 330,000 active;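 active = percent activation above the screen-wide mean plus 3 SD, cut at about 25% in these data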
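signal = Epi-absorbance of released pNA at 405 nm, two timepoints | assay system = Uncleavable procaspase-7 mutant enzyme | reagent = Ac-DEVD-pNA substrate, 400 µM as added | times = 1 h enzyme–compound preincubation and 2 h substrate reaction, both 25 °C | benchmarks = low DMSO alone, high DMSO plus 5 µM PC-7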
proCasp3 act = procaspase-3 (human) activation. activation, % at 8.5 µM. 0.11% of 330,000 active. P42574. recombinant procaspase-3 D3A, Ac-DEVD-pNA absorbance 405 nm;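 active = activation above the mean of all tested compounds plus 3 SD, cut at about 21% in these data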;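 also: 0% = DMSO alone and 100% = DMSO wells spiked with extra 5 µM PC-3 D3A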
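material = Procaspase-3 D3A mutant | probe or stimulus = Ac-DEVD-pNA | compound = single dose, 8.5 µM nominal compound, 0.8% DMSO | timing = 1 h preincubation, 2 h reaction | measured by = 405 nm absorbance of p-nitroaniline, reads at 0 and 120 min | benchmarks = DMSO-only low control, 5 µM PC-3 D3A high control | repeats = singlicate, each compound tested once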
LAP4-GFP MLPCN = alters LAP4-GFP fluorescence in TOR pathway yeast screen; S. cerevisiae LAP4-GFP multiplex, flow cytometry GFP, 3 h; median GFP as percent of DMSO wells; GFP response vs DMSO, % at 10 µM; 0.34% of 320,000 active; AID 2023;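 active = GFP response vs DMSO above a set limit, about the screen mean plus 3 SD, cut at about 150% in these data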
ZTA counter = blocks Epstein-Barr virus ZTA, an EBNA-1 counter-screen; 0.15% of 320,000 active; P03206; ZTA-DNA binding, fluorescence polarization; inhibition, % at 11 µM; in the data active = inhibition above about 33%
EBNA-1 inh = blocks EBNA-1 binding to DNA | EBNA-1 DNA binding, fluorescence polarization | inhibition, % at 14.8 µM | 0.34% of 300,000 active; in the data active = inhibition above about 28%
An asterisk follows results filed as active; . = not tested or not shown.

SMILES	RPL19A-GFP yeast	MEP2-GFP yeast	AHR act	procasp7 counter	proCasp3 act	LAP4-GFP MLPCN	ZTA counter	EBNA-1 inh
O=C(Nc1ccc2c(c1)OCO2)C(c1ccccc1)N1CCN(C(=O)c2ccco2)CC1 (stereo not given)	89	95	10	3	0	87	-12	-7
CCn1nccc1C(=O)NC1=C(C#N)CCC1	98	96	0	-3	2	99	-4	-18
CNC(=O)CSCc1cnn(-c2ccccc2)c1-n1cccc1	92	97	-2	2	4	101	3	-1
Cc1cc(Nc2ccc(C(=O)O)cc2)n2nc(C)nc2n1	97	108	2	9	9	102	7	2
CC(=O)Nc1ccccc1OC(C)C(=O)N1CCC(C)CC1 (stereo not given)	96	122	1	2	3	112	-3	-8
O=C(Cc1cccs1)Nc1ccccc1-c1nc2ccccc2[nH]1	91	99	21	2	1	93	9	10
CCCNC(=O)C(Cc1ccccc1F)NC(=O)c1ccc(C#N)cc1 (stereo not given)	94	91	0	-5	2	98	-2	.
CC(=O)OC1[C@H](Oc2c(O)c(C)c3c4c2[C@@H](C)CC[C@@H]4[C@@H](C)C[C@@H]3C=C(C)C)OC[C@@H](O)[C@@H]1O (stereo not given in full)	97	89	27	21	0	91	.	.
CSCCC(Nc1ccc(S(=O)(=O)N2CCOCC2)cc1[N+](=O)[O-])C(=O)OCC(=O)NCC(C)C (stereo not given)	104	108	1	-1	-2	100	-1	2
Cc1ccc(Sc2c(CO)c(-c3ccccc3)nn2C)cc1	83	102	1	4	5	85	3	6
Cc1ccc(S(=O)(=O)c2cc3ccccc3oc2=O)cc1	107	101	-4	-4	1	96	-3	-4
COc1ccc(-n2c(SCC(=O)Nc3cc(C)on3)nc3c(c2=O)SCC3)cc1	103	95	-1	0	-2	100	-2	8
COc1ccc(C2CC(=O)c3c(C)nc(N4CCN(Cc5ccccc5)CC4)nc3C2)cc1OC (stereo not given)	96	98	1	-4	0	101	-5	-18
CCOc1ccc(C(=O)C[n+]2ccccc2C)cc1	95	99	-1	3	-7	99	4	0
CCc1nnc(NC(=O)c2oc3cc(C)c(C)cc3c2C)s1	97	95	14	-8	0	90	-3	9
O=C(Nc1nnc(C2CCCC2)s1)C1CCC1	94	128	11	-4	-11	103	-31	-3
COc1ccc(CC(=O)N(C)Cc2ccc(Cl)cc2)cc1S(=O)(=O)N1CCOCC1	92	96	-1	1	0	96	-2	4
CN(C)c1nc(N)nc(Cn2ccnc2)n1	98	102	2	-2	0	97	-22	5
CC(C)NC(=O)C1CC=CCC1C(=O)O (stereo not given)	107	103	2	8	-5	102	-7	2
COC(=O)CCCC1=CC2=C(c3ccccc3)C(=O)C(C)(OC(=O)C3CCCC3)C(=O)C2=CN1C(CO)CO (stereo not given)	96	95	1	0	4	90	8	6
COc1ccc(NC(=O)CSc2nncn2C)c([N+](=O)[O-])c1	101	105	3	-4	1	104	-2	-6
O=C(Nc1nccs1)c1ccccc1N=Cc1ccccc1	94	97	6	-1	0	106	16	-5
CCCOC1CCCN(C(=O)c2cc(COc3ccc(F)c(F)c3)on2)C1 (stereo not given)	102	103	10	10	-4	105	2	0
O=C(Cc1ccc(Cl)cc1)NNS(=O)(=O)c1ccc([N+](=O)[O-])cc1	103	101	-2	6	4	102	9	-2

Single records (already shown):
`COc1ccc(NC(=O)CSc2nncn2C)c([N+](=O)[O-])c1` is listed with RPL19A-GFP yeast = 101; MEP2-GFP yeast = 105; AHR act = 3; procasp7 counter = -4; proCasp3 act = 1; LAP4-GFP MLPCN = 104; ZTA counter = -2; EBNA-1 inh = -6
`CN(C)c1nc(N)nc(Cn2ccnc2)n1` is listed with RPL19A-GFP yeast = 98; MEP2-GFP yeast = 102; AHR act = 2; procasp7 counter = -2; proCasp3 act = 0; LAP4-GFP MLPCN = 97; ZTA counter = -22; EBNA-1 inh = 5

Continued.
SMILES	RPL19A-GFP yeast	MEP2-GFP yeast	AHR act	procasp7 counter	proCasp3 act	LAP4-GFP MLPCN	ZTA counter	EBNA-1 inh
CC(=O)Nc1cc2cc(NS(=O)(=O)c3ccc(C)cc3)ccc2oc1=O	98	98	0	7	8	111	-15	2
CN(C)S(=O)(=O)c1cccc(NC(=O)COC(=O)CNC(=O)c2ccccc2F)c1	102	98	1	5	2	98	16	3
Cc1cc(NC(=O)CN2C(=O)N(C)C3(CCCCC3)C2=O)ccc1Br	94	96	3	0	0	95	8	.
O=S(=O)(NCc1csc(-c2cccs2)n1)c1cccs1	97	99	0	0	-9	110	-1	8
CCOc1ccccc1C(=O)N(CN1CCCC1=O)c1cccc(Cl)c1	97	105	0	-14	7	98	-6	-8
CCN1C(=O)N[C@@H](CCc2ccccc2)[C@@H](C(=O)OC)[C@H]1C	101	94	15	6	9	126	3	6
Cc1ccc(N2C(=O)CS/C2=N\C(=S)Nc2ccccc2)cc1	100	109	7	-19	-11	102	8	17
Cc1ccc(SCCC(=O)N2CCC(C)CC2)cc1	97	96	1	-9	-5	109	-4	-19
CCOc1ccc(-c2nnc(-c3ccco3)o2)cc1	89	87	-4	-8	-4	95	-2	2
CCn1c(C2CC(=O)N(c3ccc(C)c(C)c3)C2)nc2ccccc21 (stereo not given)	103	97	4	14	0	111	7	-8
CCNC(=O)C(=O)Nc1cc2c3c(c1)CCN3C(=O)CC2	102	108	13	-1	-2	98	-9	-15
CCc1cc(=O)oc2cc(OCC(=O)N3CC[C@@]4(O)CCCC[C@H]4C3)ccc12	93	102	0	17	5	101	0	-12

No new results follow: an excerpt of the list.
SMILES	RPL19A-GFP yeast	MEP2-GFP yeast	AHR act	procasp7 counter	proCasp3 act	LAP4-GFP MLPCN	ZTA counter	EBNA-1 inh
CC(=O)Nc1cc2cc(NS(=O)(=O)c3ccc(C)cc3)ccc2oc1=O	98	98	0	7	8	111	-15	2
CN(C)S(=O)(=O)c1cccc(NC(=O)COC(=O)CNC(=O)c2ccccc2F)c1	102	98	1	5	2	98	16	3

Next part:
SMILES	RPL19A-GFP yeast	MEP2-GFP yeast	AHR act	procasp7 counter	proCasp3 act	LAP4-GFP MLPCN	ZTA counter	EBNA-1 inh
CC(=O)c1ccc(S(=O)(=O)NCCc2csc(-c3cccnc3)n2)cc1	102	105	5	5	6	126	0	7
Cc1ccccc1C(=O)NC1CCSC1=O (stereo not given)	99	97	0	0	0	91	5	0
Cc1c(C(=O)NCc2cccnc2)oc2ccccc12	104	108	24	-1	11	95	-4	2
O=C(Oc1cc(Cl)ccc1Cl)c1ccc(N2CCOCC2)c([N+](=O)[O-])c1	100	116	-1	1	-6	103	-5	5
O=C(Nc1nc(-c2ccccc2)cs1)c1ccc2c(=O)n3c(nc2c1)CCCCC3	109	102	9	-9	-3	85	12	25
N/C(=N\OC(=O)c1ccc(Br)cc1)c1cccc([N+](=O)[O-])c1	103	109	11	0	7	108	1	-2
Cc1cc(C)n(-c2ccc(C(=O)Nc3ccc4c(c3)OCCO4)cc2)n1	107	109	-4	8	6	110	0	-3
CN(C)c1cc(Nc2cccc(O)c2)c([N+](=O)[O-])c2nonc12	99	96	44	-19	-26	117	4	3
Cc1ccc(/C=N/NC(=O)Cn2cnc3ccccc32)cc1	94	98	10	16	-7	99	0	-13
Cc1ccccc1CN1CCC(Oc2ccc(C(=O)N3CCCC3)cc2)CC1	100	100	3	-4	3	86	-7	-9
O=C(NCCN1C(=O)S/C(=C/c2cccnc2)C1=O)C1CC(=O)N(Cc2ccccc2)C1 (stereo not given)	97	104	7	-11	-16	92	-2	-5
O=C(CNS(=O)(=O)c1ccc(Br)s1)N1CCN(C(=O)c2ccco2)CC1	115	98	1	-7	13	79	0	-9
CCCOC(=O)c1ccc(OCC(O)CN2C(=O)NC(C)(C)C2=O)cc1 (stereo not given)	98	106	0	2	9	104	5	1
CCCCn1c(N)c(N(CCC(C)C)C(=O)C2CC(=O)N(c3ccccc3OCC)C2)c(=O)[nH]c1=O (stereo not given)	107	106	0	0	-5	68	5	0
COc1cccc(OC)c1C(=O)OCC(=O)NCC(C)C	98	97	0	11	-5	98	-2	3
CN(C)CCCN(C(=O)c1cc2ccccc2oc1=O)c1nc2ccc(F)cc2s1	100	102	6	8	-2	92	1	-10
O=C(O)c1c(Cl)nc2ccccn12	91	103	0	3	6	121	0	1
Cc1cc(C)n2nc(C(=O)N3CCCC(Nc4ccc(F)c(F)c4)C3)cc2n1 (stereo not given)	95	95	0	4	1	95	4	7
N#CCCN(C(=O)COC(=O)COc1ccccc1Cc1ccccc1)c1ccccc1	91	98	0	7	-2	92	-6	.
Cc1oc(-c2cccc(Cl)c2)nc1CN1CCC(C(=O)NCCCN2CCCC2=O)CC1	93	101	0	1	5	99	-1	-6
CCOC(=O)C(CC)n1nc(C)n2c(cc3occc32)c1=O (stereo not given)	100	103	5	-11	0	100	9	2
CCCCCCc1ccc(-c2ncc(N)cn2)cc1	102	104	7	-4	4	126	17	-1
COc1cc(S(=O)(=O)n2cnc(C)c2)ccc1Br	92	97	0	-2	5	97	10	7
CCOC(=O)C1(Cc2ccccc2C)CCCN(C(=O)CCc2cccnc2)C1 (stereo not given)	90	88	2	-1	-7	88	8	-3
Cc1ccc(NC(=O)COC(=O)c2cccnc2)cc1	101	97	6	-1	0	98	3	-1
CC1CCc2ccccc2N1C(=N)N(C)C (stereo not given)	100	106	1	0	8	98	-2	-3
C=CCc1ccccc1OCCNCc1ccccc1	102	103	2	1	0	96	4	-20
O=C(CCc1c[nH]c2ccccc12)NCCc1ccc2c(c1)OCCO2	98	102	2	-7	6	107	14	3
COc1ccc(S(=O)(=O)N2CCOCC2)cc1NC(=O)CSc1nnnn1C1CC1	96	94	-1	5	-4	102	4	.
COc1cccc(/C=N/n2c(-c3cc(C)[nH]n3)n[nH]c2=S)c1	103	105	4	4	-7	113	13	-6
CCSc1nc2c(c(=O)[nH]c(=O)n2C)n1CC(O)COc1ccccc1C (stereo not given)	107	106	2	-7	-1	93	3	3
CCN(Cc1ccc(Cl)s1)C(=O)c1cccc(OCc2c(C)noc2C)c1	98	99	0	7	7	90	.	.
CC1CN(c2nc(-c3ccccc3)nc3ccccc23)CC(C)O1 (stereo not given)	95	98	41	-4	4	89	-5	1
O=C(COc1ccccc1)NCC(=O)N1CCCC1	97	99	1	-7	0	106	-21	5
Cc1cnccc1CNC(=O)CC1C(=O)NCCN1CC(C)(C)C (stereo not given)	97	105	5	2	-1	98	-14	-2
CCOC(=O)C1CCN(c2c(C(=O)c3ccccc3)cnc3ccc(CC)cc23)CC1	88	91	3	-1	-3	86	0	2
COc1ccc(Cl)cc1NC(=O)CSc1nnc(Cc2ccc(C)cc2)c(=O)[nH]1	97	102	2	7	-1	102	15	14
CC(=O)c1c(C)oc2ccc(N(C(C)=O)S(=O)(=O)c3cccc([N+](=O)[O-])c3)cc12	105	105	0	-1	-8	98	3	2
CCCn1nnnc1NCc1ccccc1OCc1ccc(F)cc1	104	104	3	-2	-3	109	-5	-13
CC1Cc2ccccc2N1C(=O)CSc1nc2cc3c(cc2cc1C#N)OCO3 (stereo not given)	100	98	15	-10	5	96	-9	4
O=C1C=C(N2CCN(C3=CC(=O)CCC3)CC2)CCC1	100	99	-2	-18	-11	95	9	13

Given with bars between the fields: part of the list above
structure | RPL19A-GFP yeast | MEP2-GFP yeast | AHR act | procasp7 counter | proCasp3 act | LAP4-GFP MLPCN | ZTA counter | EBNA-1 inh
COC(=O)CCCC1=CC2=C(c3ccccc3)C(=O)C(C)(OC(=O)C3CCCC3)C(=O)C2=CN1C(CO)CO (stereo not given) | 96 | 95 | 1 | 0 | 4 | 90 | 8 | 6
COc1ccc(NC(=O)CSc2nncn2C)c([N+](=O)[O-])c1 | 101 | 105 | 3 | -4 | 1 | 104 | -2 | -6
